Screening data: PubChem BioAssay, several laboratories
GSK3B inh: human GSK3beta kinase inhibition. P49841. GST-GSK3beta kinase, ADP-Glo luminescence, 60 min; hits give low values. activity score (negative = inhibition), % at 10 µM. 300,000 tested, 0.038% active. AID 2097;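 active means more than half of replicate wells score below -50%, meaning over 50% inhibition versus plate controls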;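 further: 0% = median DMSO wells and -100% = median GW8510 positive control wells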
Target sequence (P49841 whole entry, looked up): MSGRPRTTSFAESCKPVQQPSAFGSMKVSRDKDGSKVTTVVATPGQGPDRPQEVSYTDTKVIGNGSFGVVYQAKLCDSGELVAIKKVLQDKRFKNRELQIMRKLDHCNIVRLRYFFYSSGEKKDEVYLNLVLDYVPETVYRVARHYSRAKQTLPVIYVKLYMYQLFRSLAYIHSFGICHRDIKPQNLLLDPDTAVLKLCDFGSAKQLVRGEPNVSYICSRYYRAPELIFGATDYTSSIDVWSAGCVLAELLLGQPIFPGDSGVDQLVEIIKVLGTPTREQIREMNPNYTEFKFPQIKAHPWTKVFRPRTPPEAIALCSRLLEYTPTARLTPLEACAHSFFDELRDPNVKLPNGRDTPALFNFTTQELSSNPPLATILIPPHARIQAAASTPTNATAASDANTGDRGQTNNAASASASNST
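test system = GST-tagged human GSK3beta kinase, cell-free | reagent = 25 µM ATP with peptide substrate | dosing = one dose of 10 µM per compound | schedule = 60 min reaction, RT | detection = luminescent ADP-Glo measurement of ADP formed | control set = DMSO neutral wells and GW8510 at 20 µM as positive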
HIF activator: HIF pathway transcriptional activation; U2OS HRE-luciferase reporter, luminescence; normalized: DMSO 0%, desferrioxamine 100%; activation, % at 7.5 µM (by protocol); 300,000 tested, 0.32% active;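 active means mean activation of at least 10% of the iron chelator positive control signal, with at least half of replicates also reaching 10%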
AI-2 QS modul: modulates the Vibrio harveyi AI-2 quorum sensing system | Vibrio harveyi JMH597 AI-2 luminescence/OD600 ratio, 9 h; hits give low values; strain lacks LuxN and CqsS sensors; 0 = neutral-control median | activity change, % at 7.5 µM | AID 2094 | 300,000 tested, 0.4% active; in the data active means activity change below about -75%, passing the limit was not always enough;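 further: luminescence divided by OD600 gain over 9 h not by final OD600 alone; inactives centre near 13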
HSF1 inh: HSF1 inhibition | NIH3T3-HGL HSE-luciferase, MG132-induced, luminescence 8 h; hits give low values | activity change, negative = inhibition, % at 7.5 µM (by protocol) | 300,000 tested, 0.77% active;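 active means more than half of replicate wells show activity change below -50%, luminescence cut by over half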;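 further: luciferase reports HSF-1 transcriptional activity via heat shock element; 0% = median of DMSO wells and -100% = zero luminescence signal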
GSK3 alpha inh: blocks human GSK-3 alpha kinase; P49840; ADP-Glo luminescence, 60 min; inhibition, % at 10 µM; 320,000 tested, 0.1% active;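 in the data active means inhibition above about 50%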;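 further: GST-tagged GSK-3 alpha with peptide substrate and 25 µM ATP; 0% = DMSO neutral wells and 100% = GW8510 positive control wells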
Target sequence (P49840 whole entry, looked up): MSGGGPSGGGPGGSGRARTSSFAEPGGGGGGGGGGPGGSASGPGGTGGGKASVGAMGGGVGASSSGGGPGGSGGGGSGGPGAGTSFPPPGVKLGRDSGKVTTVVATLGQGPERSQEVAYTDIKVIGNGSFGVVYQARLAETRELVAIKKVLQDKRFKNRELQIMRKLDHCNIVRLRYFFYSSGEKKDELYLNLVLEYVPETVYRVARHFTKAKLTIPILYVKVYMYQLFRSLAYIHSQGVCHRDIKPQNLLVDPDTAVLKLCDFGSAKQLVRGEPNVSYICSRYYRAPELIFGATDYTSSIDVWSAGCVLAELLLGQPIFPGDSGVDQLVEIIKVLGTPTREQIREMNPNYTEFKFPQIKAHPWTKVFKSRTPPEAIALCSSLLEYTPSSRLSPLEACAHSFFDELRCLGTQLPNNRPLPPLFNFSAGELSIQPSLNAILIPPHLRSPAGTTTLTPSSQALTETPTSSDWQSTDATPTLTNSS
aSyn UTR inh: MLPCN primary screen, SNCA 5' untranslated region. 300,000 tested, 0.82% active. inhibition, % (tested at 7.5 µM). alpha-synuclein 5'UTR reporter, inhibitor activity; in the data active means inhibition above about 60%;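 further: H4 neuroglioblastoma cells stably carrying SNCA 5'UTR luciferase fusion; 0% = DMSO wells and 100% = positive control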
HSP90 inh: inhibitors of HSP90 luciferase refolding in rabbit reticulocyte lysate | luciferase refolding luminescence, 3 h | inhibition, % at 5.6 µM | 290,000 tested, 0.91% active;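 active means inhibition above the screen-wide mean plus 3 SD, computed separately per campaign, cut at about 16% in these data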;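 further: 0% = DMSO wells and 100% = 60 µM geldanamycin wells; inhibitors lower the luminescence because luciferase stays unfolded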
KLF5 inhibitor: inhibitors of KLF5 expression. DLD-1 KLF5 promoter-luciferase reporter, luminescence. inhibition, % at 5 µM. 290,000 tested, 0.23% active;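 active means inhibition above a per-plate limit of that plate's mean compound inhibition plus 3 SD, cut at about 60% in these data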;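 further: 0% = DMSO wells and 100% = LY294002 at 200 µM; higher means less KLF5 promoter-driven luciferase light; inactives centre near -14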
HSF1 activator: increases HSF-1 driven luciferase reporter signal; activation, % at 9 µM; 300,000 tested, 1.7% active; NIH3T3-HGL HSF-1 luciferase reporter, MG132, 8 h; 100% = twice DMSO control signal;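 active means mean replicate activation of at least 50% with a set share of replicates each reaching 50%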;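 further: 0% = median of the neutral control wells and 100% = twice that signal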
IEC-6 cytotox: counter-screen for KLF5 inhibitors: cytotoxicity in IEC-6 cells; IEC-6 cytotoxicity, luminescence viability; inhibition, % at 5 µM; 290,000 tested, 0.78% active; AID 1825; in the data active means inhibition above about 22%;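 further: 0% = plate median of test compound wells and 100% = cytotoxic reference compound wells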
Active calls of the source: *; . = not tested or not shown.

cpd | molecule | GSK3B inh | HIF activator | AI-2 QS modul | HSF1 inh | GSK3 alpha inh
1 | Nn1cnnc1SCC(=O)Nc1ccc2c(c1)OCCO2 | 0 | 0.3 | 18 | -3 | 0
2 | Nc1nnc(SCC(=O)Nc2nccs2)s1 | 2 | -0.3 | 7 | 14 | -2
3 | CCc1nc2ccc(C(=O)NCc3ccco3)cc2nc1CC | 4 | -0.4 | 12 | -4 | 4
4 | Cc1cccc(-n2ncc3c(NCc4cccnc4)ncnc32)c1 | -3 | 2.5 | -2 | 25 | 0
5 | CN(C)/C=N/C(=S)Nc1ccc(Cl)c(Cl)c1 | -3 | 0.6 | 2 | 13 | 1
6 | CCOC(=O)c1cn(CC)c2cc3c(cc2c1=O)OCO3 | 0 | 0.4 | 10 | -1 | 4
7 | Cc1cccc(OC(=O)n2c(=S)oc3cc(Cl)ccc32)c1 | . | . | . | . | 6
8 | COc1ccc2c(Cl)c(C(N)=O)sc2c1 | 2 | 1.6 | 16 | 7 | 1
9 | CN(C)c1ccc(/C=N/N(CCC(=O)NC(C)(C)C)C2=NS(=O)(=O)c3ccccc32)cc1 | 1 | -0.5 | 23 | 5 | -4
10 | COc1ccc(/C(N)=N/OC(=O)N2CCOCC2)cc1 | -2 | 0.0 | -3 | 4 | 0
11 | O=C(O)c1ccc(-c2sc(Nc3ccccc3)n[n+]2-c2ccc(F)cc2)cc1 | 1 | -1.1 | 17 | -8 | -2
12 | Cn1c(=O)c2c([nH]c(OCc3ccc(Cl)cc3Cl)[n+]2Cc2ccc(F)cc2)n(C)c1=O | -4 | -0.7 | 4 | 1 | -3

cpd | aSyn UTR inh | HSP90 inh | KLF5 inhibitor | HSF1 activator | IEC-6 cytotox
1 | -27 | -1 | -16 | -5 | -1
2 | 3 | -4 | -13 | 45 | 1
3 | 0 | 2 | -14 | 1 | 8
4 | -142 | . | . | 31 | .
5 | -66 | 1 | -50 | 8 | 7
6 | 36 | . | . | 5 | .
7 | . | -2 | -31 | . | -8
8 | -39 | 4 | -5 | 19 | 6
9 | -28 | 9 | 8 | 6 | -2
10 | -6 | 4 | -5 | 1 | 13
11 | -13 | 3 | -3 | -6 | 3
12 | 28 | -2 | 4 | 9 | -9

Single values from the results shown.
HSF1 activator with compound 4 = 31
HSF1 activator with compound 5 = 8
KLF5 inhibitor with compound 9 = 8
HIF activator with compound 6 = 0.4

Later entries:
cpd | molecule | GSK3B inh | HIF activator | AI-2 QS modul | HSF1 inh | GSK3 alpha inh
13 | CCCCNC(=O)NNC(=O)c1cc(C)on1 | -2 | -0.2 | 7 | -5 | -4
14 | COc1ccc(NS(=O)(=O)c2ccc3oc(SC)nc3c2)cc1 | 5 | 0.1 | -1 | -7 | 0
15 | CCOC(=O)NC(=O)CSc1nc(-c2ccc(C)c(C)c2)cn1-c1ccccc1 | -5 | 3.3 | 13 | -13 | -3
16 | CC(C)(C)OC(=O)CNC(=O)c1[nH]cnc1C(=O)NCCCCCN | -3 | -0.8 | 22 | -5 | 5
17 | CS(=O)(=O)N(CCC(=O)O)Cc1ccccc1 | -3 | 0.0 | 30 | 0 | 1
18 | COc1ccc(NC(=O)CSc2ncccc2C(=O)OC(C)C)cc1OC | 0 | 0.2 | 19 | 2 | 2
19 | O=C1CC(c2ccc(F)cc2)CC(O)=C1C=NCCN1CCNCC1 (stereo unspecified) | 2 | -25 | 11 | -1 | -1
20 | COc1ccc(/C=C2\CCn3c2nc2cc(C(=O)O)ccc2c3=O)cc1O | 1 | -0.6 | 30 | -4 | .
21 | Cc1cc(C)c(C(=O)C(C)OC(=O)c2ccccn2)cc1C (stereo unspecified) | -1 | -0.4 | 18 | -2 | -1
22 | COc1ccc(-c2nnc(-c3cccnc3)o2)cc1OC | -4 | 1.1 | 17 | 4 | 2
23 | COCCCN1C(=O)C(=O)/C(=C(/O)c2ccc(S(=O)(=O)N3CCOCC3)cc2)C1c1ccc(F)cc1 (stereo unspecified) | 2 | -0.1 | 5 | -5 | -1
24 | CC1CCCCC1NC(=O)Cc1ccc(S(=O)(=O)N2CCOCC2)s1 (stereo unspecified) | 0 | 0.1 | 23 | -2 | 1

cpd | aSyn UTR inh | HSP90 inh | KLF5 inhibitor | HSF1 activator | IEC-6 cytotox
13 | -2 | -2 | -36 | 2 | 0
14 | -6 | -3 | -31 | 1 | -1
15 | -154 | 4 | -78 | -11 | -1
16 | -23 | . | . | -4 | .
17 | -6 | 0 | -4 | 0 | 1
18 | 20 | -1 | -4 | 4 | -1
19 | -5 | -2 | -23 | 18 | 2
20 | 6 | -4 | -31 | 3 | -8
21 | -3 | 2 | -1 | -3 | -3
22 | -48 | 0 | -29 | 9 | 11
23 | 6 | 0 | -10 | -4 | 3
24 | 4 | . | . | -10 | .

(cont.)
cpd | molecule | GSK3B inh | HIF activator | AI-2 QS modul | HSF1 inh | GSK3 alpha inh
25 | O=C1C(Oc2ccc(Cl)cc2)C(c2ccc3c(c2)OCO3)N1CC1CCCO1 (stereo unspecified) | 1 | -0.2 | 0 | 4 | 3
26 | O=C(NNC(=O)c1cccs1)c1ccncc1 | -3 | 0.3 | 7 | -6 | 0
27 | CCOc1ccccc1/C=C(/NC(=O)c1ccccc1)C(=O)N(CC)CC | 0 | -0.1 | 22 | -1 | 0
28 | COc1ccc(N2CCN(C(=O)COc3ccc(Cl)cc3Cl)CC2)cc1 | -2 | -0.2 | 21 | -16 | -5
29 | O=C(N/N=C/c1coc2ccccc2c1=O)c1ccncc1 | -2 | 0.1 | 29 | 2 | 3
30 | CCOc1cccc(C2CC(=O)Nc3cc(OC)c(OC)cc32)c1 (stereo unspecified) | . | -0.4 | . | 13 | 0
31 | COC(=O)[C@@]1(Cc2ccc(F)cc2)[C@H]2c3cc(C(=O)N(C)C)n(C[C@H](O)CO)c3C[C@H]2CN1C(=O)c1ccccc1 | . | . | . | . | -3
32 | COc1ccc(CNC(=O)C2CCCN(c3ncnc4c3nc3n4CCCCC3)C2)cc1 (stereo unspecified) | 1 | -0.1 | 14 | 0 | 1
33 | CCN(CC)S(=O)(=O)c1ccc2oc(C(=O)NCCN3CCOCC3)c(C)c2c1 | 1 | -0.3 | -4 | -8 | 4
34 | Cc1c(OCc2ccc([N+](=O)[O-])cc2)ccc2c3c(c(=O)oc12)CCC3 | -1 | 3.0 | 18 | 23 | 0
35 | O=C(Cc1ccc(Cl)cc1Cl)Nc1cccc(S(=O)(=O)Nc2ccccc2F)c1 | 4 | -0.1 | 2 | 0 | -4
36 | O=C(CCc1ccccc1)Nc1cc(NC(=O)CCc2ccccc2)cc(C(=O)O)c1 | 7 | -0.4 | -4 | -8 | -4

cpd | aSyn UTR inh | HSP90 inh | KLF5 inhibitor | HSF1 activator | IEC-6 cytotox
25 | -5 | 1 | -1 | -16 | -1
26 | 1 | 4 | -11 | -7 | -1
27 | 29 | 3 | 7 | 11 | 2
28 | 20 | -2 | 0 | -22 | -4
29 | -3 | 3 | -31 | -8 | 3
30 | 24 | -1 | -34 | 2 | 3
31 | . | -2 | -6 | . | 3
32 | 21 | -3 | -15 | -1 | 1
33 | 5 | -3 | 0 | 4 | -2
34 | -114 | -5 | -19 | 41 | 5
35 | -2 | 0 | 3 | -3 | 4
36 | -7 | 2 | 1 | 0 | 0

Full records from above. Order of values: GSK3B inh, HIF activator, AI-2 QS modul, HSF1 inh, GSK3 alpha inh, aSyn UTR inh, HSP90 inh, KLF5 inhibitor, HSF1 activator, IEC-6 cytotox
COc1ccc(CNC(=O)C2CCCN(c3ncnc4c3nc3n4CCCCC3)C2)cc1 (stereo unspecified) is listed with 1, -0.1, 14, 0, 1, 21, -3, -15, -1, 1
COc1ccc(/C(N)=N/OC(=O)N2CCOCC2)cc1 is listed with -2, 0.0, -3, 4, 0, -6, 4, -5, 1, 13
CCN(CC)S(=O)(=O)c1ccc2oc(C(=O)NCCN3CCOCC3)c(C)c2c1 is listed with 1, -0.3, -4, -8, 4, 5, -3, 0, 4, -2

Later entries:
cpd | molecule | GSK3B inh | HIF activator | AI-2 QS modul | HSF1 inh | GSK3 alpha inh
37 | Cc1nn(C)c(C)c1/C=C(/C(=O)C(C)C)n1cncn1 | -1 | -0.4 | 14 | -2 | -2
38 | COc1ccc(Oc2nccc(-c3ccc(Cl)cc3)n2)cc1 | 3 | 0.2 | 12 | . | 1
39 | CC1(C)Cc2nc3sc(C(=O)NCCCO)c(N)c3cc2CO1 | -3 | 0.9 | 0 | 4 | 0
40 | COc1ccc(CCN(C)C(=O)CSc2nc3ncc(Cl)cc3[nH]2)cc1OC | -4 | -0.5 | 26 | -3 | 0
41 | Cc1nnc2n1CCCCC2 | -3 | -0.5 | 4 | 1 | -6
42 | Cc1[nH]c2ccccc2c1C(=O)NS(=O)(=O)Nc1ccc(Cl)cc1 | -1 | 0.1 | 45 | 12 | -4
43 | O=[N+]([O-])c1ccc2nccn2c1 | 0 | -0.1 | -5 | -3 | -2
44 | COc1ccccc1N1CCN(C(=O)c2ccc(S(=O)(=O)N3CCCCC3)cc2)CC1 | 0 | 0.0 | 24 | -3 | -4
45 | O=C1CCC(=O)N1c1ccc(S(=O)(=O)Nc2cccc(Br)c2)cc1 | 2 | 0.1 | 29 | -5 | -4
46 | O=C(CSc1cccc[n+]1[O-])Nc1ccc([N+](=O)[O-])cc1Cl | -1 | -0.7 | 20 | 3 | 0
47 | CC(=O)Nc1cccc(C(=O)NC(C)c2ccc(S(N)(=O)=O)cc2)c1 (stereo unspecified) | 1 | 0.0 | 7 | -3 | .
48 | COc1cc(-c2cc(C(=O)Nc3ccc(O)cc3)c3ccccc3n2)cc(OC)c1OC | -3 | 1.3 | -7 | -3 | 2

cpd | aSyn UTR inh | HSP90 inh | KLF5 inhibitor | HSF1 activator | IEC-6 cytotox
37 | -10 | 7 | -25 | 14 | 3
38 | -24 | -3 | -22 | . | -2
39 | -69 | -1 | -3 | 4 | -2
40 | 23 | -1 | -24 | 5 | 0
41 | -14 | 1 | -6 | 7 | 3
42 | -82 | 18* | 3 | 4 | 10
43 | 15 | 1 | -11 | -15 | 0
44 | 18 | -6 | -8 | 19 | 0
45 | 9 | -3 | -28 | -9 | 3
46 | -8 | 2 | -5 | 5 | -5
47 | 9 | 1 | -22 | -4 | 3
48 | -9 | -5 | -20 | -4 | -2

Next part.
cpd | molecule | GSK3B inh | HIF activator | AI-2 QS modul | HSF1 inh | GSK3 alpha inh
49 | C=CCn1c(SCC(=O)NNC(=S)Nc2ccccc2)nnc1-c1ccccc1 | 2 | -0.2 | 28 | -2 | -2
50 | CC(C)n1c(O)c(N=NC(=O)Cc2csc(N3CCOCC3)n2)c2ccccc21 | 1 | -1.6 | 9 | . | 1
51 | O=C1C(C=NCCCn2ccnc2)=C(O)c2ccccc21 | -8 | 0.0 | 22 | -9 | 4
52 | Cn1c(=O)oc2cc(S(=O)(=O)N3CCCc4ccccc43)ccc21 | -2 | 1.6 | 21 | -5 | 0
53 | Cc1ccc(CNC(=O)CCS(=O)(=O)c2ccc3c(c2)NC(=O)CO3)cc1 | 0 | 0.8 | 27 | -2 | 8

cpd | aSyn UTR inh | HSP90 inh | KLF5 inhibitor | HSF1 activator | IEC-6 cytotox
49 | -4 | 0 | -8 | 4 | -6
50 | -26 | 0 | -20 | . | -4
51 | -42 | -2 | -16 | 1 | 1
52 | 0 | -2 | 20 | -27 | 0
53 | 9 | -2 | -37 | -8 | -5
